# Bioassay records as filed in PubChem.
# NPC1 prom act – qHTS Assay for NPC1 Promoter Activators | Huh7 NPC1 promoter luciferase reporter, 24 h | Potency, µM (top dose mostly 9.22 µM), for the others: at the top dose activation, usual class: activators | 320,000 compounds, 2.4% hits;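 further: % of control where 0% means no effect; nearly all actives have a fitted effect of over 60% in size; reporter is driven by a mutant NPC1 promoter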
#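 Quantitative HTS used a cell-based reporter: Huh7 cells stably bearing the NPC1 promoter upstream of luciferase were treated with compounds for 24 h, and promoter activation was read as luminescence.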
# Rab9 prom act – qHTS Assay for Rab9 Promoter Activators | Huh7 Rab9 promoter-luciferase reporter, luminescence, 24 h | Potency, µM (top dose mostly 9.22 µM), without a hit: top-dose activation, negative = inhibition, most hits filed as activators | 320,000 compounds, 2.8% hits | AID 485297, 2010; further: % of control where 0% means no effect; nearly all actives have a fitted effect of over 60% in size
#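 Luminescence read-out: Huh7 cells stably expressing Rab9-luciferase, treated 24 h with compound at 37 °C, then lysed with luciferase reagent for 10 min at ambient before reading.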
# FLuc counter – qHTS profiling assay for firefly luciferase inhibitor/activator using purifed enzyme and Km concentrations of substrates (counterscreen for miR-21 project) | Luciferin 4-monooxygenase (Photinus pyralis), P08659 | purified FLuc, Km substrates, luminescence inhibition | Potency, µM (titrated, usually from 57.5 µM), inactives show at the highest dose activity change, negative = inhibition, hits mostly inhibitors | 360,000 compounds, 6.9% hits | AID 588342, 2011;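 further: plate controls were vehicle for no effect and reference inhibitor for full effect; nearly all actives have a fitted effect of over 55% in size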
# Target sequence (P08659 whole entry, looked up): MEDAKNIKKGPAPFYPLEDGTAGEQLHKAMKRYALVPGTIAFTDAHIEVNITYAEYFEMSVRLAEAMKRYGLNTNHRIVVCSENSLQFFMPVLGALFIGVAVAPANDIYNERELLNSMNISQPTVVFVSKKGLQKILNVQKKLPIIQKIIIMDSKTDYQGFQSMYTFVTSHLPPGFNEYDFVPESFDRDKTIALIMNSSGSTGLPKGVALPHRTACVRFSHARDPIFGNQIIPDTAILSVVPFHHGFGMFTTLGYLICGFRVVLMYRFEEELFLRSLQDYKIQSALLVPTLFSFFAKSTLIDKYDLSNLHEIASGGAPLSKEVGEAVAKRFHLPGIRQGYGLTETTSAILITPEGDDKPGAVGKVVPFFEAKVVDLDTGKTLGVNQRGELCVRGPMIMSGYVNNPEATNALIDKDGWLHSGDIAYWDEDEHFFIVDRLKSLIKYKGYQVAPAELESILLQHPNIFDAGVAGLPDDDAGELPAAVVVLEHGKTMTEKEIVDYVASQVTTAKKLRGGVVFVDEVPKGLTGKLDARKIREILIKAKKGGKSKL
#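 Purified P. pyralis luciferase (10nM final) with 10uM D-luciferin and 10uM ATP (Km levels) in 50mM Tris acetate pH 7.5, 10mM Mg acetate, 0.01% Tween-20, 0.05% BSA; qHTS 6-point titration, ~60 µM downward; luminescence read.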
# ELG1 genotoxic – qHTS screen for small molecules that induce genotoxicity in human embryonic kidney (HEK293T) cells expressing luciferase-tagged ELG1; HEK293T ELG1-luciferase reporter, luminescence, 16 h; AID 504466, 2011; 330,000 compounds, 1.3% hits; Potency, µM (doses to about 46 µM), for inactives: at the top dose activity change, positive = activation, hits mostly activators; further: % of control where 0% means no effect; nearly all actives have a fitted effect of over 60% in size
#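 HEK293T cells expressing luciferase-tagged ELG1 were treated with compound or DMSO for 16 hr at 37°C. Luciferase activity was then read after 30 min with ONE-Glo at room temperature; rising signal flags genetic stress.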
# BRCA1 expr up – qHTS Assay to Identify Small Molecule Activators of BRCA1 Expression. MCF7-BRCA1-FFLuc reporter, luminescence, 48 h; response scale: scaled: vehicle 0%, 10 µM genistein 100%. Potency, µM (doses to about 46.1 µM), for inactives: at the highest dose activation, most hits filed as activators. 380,000 compounds, 1.1% hits. AID 624202, 2012; further: nearly all actives have a fitted effect of over 80% in size; some results filed as inactive show a strong effect at the top dose
#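 Compounds are tested at multiple concentrations on MCF7 BRCA1-luciferase reporter cells seeded at 2000 per well; after 48 h, a single luminescence end-point is taken and curves fitted to the normalized data.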
# p53 reactivator – qHTS assay for re-activators of p53 using a Luc reporter. 320,000 compounds, 0.063% hits. AID 504706, 2011. Potency, µM (highest dose often 92.2 µM), for the others: at the top dose activity change, positive = activation, usual class: activators. H1299 p53-A138V BP100-luciferase reporter, luminescence, 24 h; further: % of control where 0% means no effect; nearly all actives have a fitted effect of over 45% in size
#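 p53-null H1299 cells stably carrying temperature-sensitive p53-A138V and a BP100-luciferase reporter were pinned with compounds (4-point, 1:5 series) and held 24 hrs at 37 deg C. Luminescence was read 10 min after detection reagent.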
# MBNL1 CUG block – qHTS Assay for Inhibitors of MBNL1-poly(CUG) RNA binding. 280,000 compounds, 0.036% hits. AID 2675, 2010. Muscleblind-like protein 1 (Homo sapiens), Q9NR56. Potency, µM (doses to about 57.5 µM), for inactives: at the top dose activity change, negative = inhibition, most hits filed as inhibitors. TR-FRET MBNL1-His/biotin-(CUG)12 binding, 665/545 ratio; active means well fitted inhibition curve with a large enough effect in the signal ratio, with a control signal flat, not every such curve was filed as active; inconclusive means small, poorly fitted or top-dose-only effect, or effect the other way, or a change in a side signal; inactive means no such curve, though single readings can be large or run the other way; the % refers to the signal ratio; further: on the % scale 0 is the no-effect control and ±100 the full control effect
#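 Ratiometric TR-FRET (665 over 545 nm, excitation 340 nm) tracks disruption of MBNL1-His/biotin-(CUG)12 complex after 60 min at room temperature, with compounds at 92 nM to 58 uM final.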
# Gal4-VP16 FLuc – VP16 counterscreen qHTS for inhibitors of ROR gamma transcriptional activity. Drosophila S2 Gal4-VP16 UAS-luciferase, luminescence, 20 h. Potency, µM (doses to about 53.6 µM), inactives show top-dose activity, negative = inhibition, hits mostly inhibitors. 310,000 compounds, 3.5% hits. AID 2546, 2010;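 further: Gal4-VP16 expression switched on by copper sulfate through the metallothionein promoter; on the % scale 0 is the no-effect control and ±100 the full control effect; nearly all actives have a fitted effect of over 50% in size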
# uPA generation – qHTS for Inhibitors of Cell Surface uPA Generation; cell surface uPA generation assay, qHTS; Potency, µM (doses to about 38.3 µM), inactives show at the highest dose activity change, negative = inhibition, hits mostly inhibitors; 330,000 compounds, 0.31% hits; active means well fitted inhibition curve with a large enough effect; inconclusive means small, poorly fitted or top-dose-only effect; inactive means no such curve, though single readings can be large or run the other way; tested in mouse RAW 264.7 cells; further: on the % scale 0 is the no-effect control and ±100 the full control effect; nearly all actives have a fitted effect of over 55% in size
# RORgamma inh – qHTS for inhibitors of ROR gamma transcriptional activity. Nuclear receptor ROR-gamma (Mus musculus), P51450. 310,000 compounds, 5.4% hits. Potency, µM (top dose mostly 53.6 µM), inactives show top-dose activity change, negative = inhibition, usual class: inhibitors. Drosophila S2 Gal4-RORgamma UAS-luciferase reporter, 20 h; further: on the % scale 0 is the no-effect control and ±100 the full control effect; nearly all actives have a fitted effect of over 60% in size
# Target sequence (P51450 whole entry, looked up, the tested form may be a part): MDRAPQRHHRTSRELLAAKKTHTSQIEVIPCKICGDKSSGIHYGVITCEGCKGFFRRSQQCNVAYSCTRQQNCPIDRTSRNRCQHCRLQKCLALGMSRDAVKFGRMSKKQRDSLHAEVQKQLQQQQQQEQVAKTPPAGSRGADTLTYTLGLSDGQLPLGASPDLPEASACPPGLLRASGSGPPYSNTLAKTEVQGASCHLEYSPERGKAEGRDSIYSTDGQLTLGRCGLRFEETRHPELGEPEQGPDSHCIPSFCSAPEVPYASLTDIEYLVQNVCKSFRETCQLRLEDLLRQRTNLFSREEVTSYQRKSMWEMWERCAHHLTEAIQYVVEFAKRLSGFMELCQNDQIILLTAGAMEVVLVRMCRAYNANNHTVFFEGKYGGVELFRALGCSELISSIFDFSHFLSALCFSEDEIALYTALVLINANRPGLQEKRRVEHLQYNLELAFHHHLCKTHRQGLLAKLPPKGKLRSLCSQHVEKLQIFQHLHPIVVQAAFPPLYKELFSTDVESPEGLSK
#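 Luciferase reporter read in Schneider cells carrying Gal4-RORγ (mouse) and UAS-Photinus luciferase; cells given compound 1 h before 700 uM copper sulfate induction, then incubated 20 h at ambient temperature.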
# * marks the source's active call; other numbers are inactive results; ? = inconclusive; . = not tested or not shown; [ ] = remark or other dose. Unless noted, the call rests on the fitted dose curve; in most records, active means well fitted curve in the direction sought with a large enough effect; inconclusive means small, poorly fitted or top-dose-only effect, or another doubt; inactive means no such curve, though single readings can be large; an effect the other way counts as inactive or inconclusive. Potency means the concentration at half of the fitted maximal effect.
SMILES,NPC1 prom act,Rab9 prom act,FLuc counter,ELG1 genotoxic,BRCA1 expr up,p53 reactivator,MBNL1 CUG block,Gal4-VP16 FLuc,uPA generation,RORgamma inh
Cn1c(CCNC(=O)c2ccccc2)nc2cc(NC(=O)C3CCCCC3)ccc21,16%,11%,-1%,?,7%,2%,29%,-6%,-2%,-3%
CCc1cc2c(NC(C(=O)O)C(C)C)ncnc2s1 (stereo not given),-2%,5%,5%,2%,5%,1%,-1%,-4%,-1%,6%
COC(=O)CNC(=O)C1CCC(CNS(=O)(=O)c2cccc3nsnc23)CC1 (stereo not given),-1%,-7%,2%,1%,3%,-4%,?,-4%,-1%,-18%
COc1ccccc1NC(=O)COC(=O)CCc1ccc(S(=O)(=O)N2CCOCC2)cc1,0%,-2%,.,4%,-4%,14%,.,.,4%,.
COC(=O)C1=NN(c2ccc(C)cc2)C2C(=O)N(c3ccccc3OC)C(=O)C12 (stereo not given),-3%,-1%,3%,2%,-13%,0%,19%,-7%,-1%,5%
Cc1c(Cl)cccc1NC(=S)N(CCCN1CCOCC1)Cc1cccs1,-3%,-19%,0%,-3%,-32%,-7%,-22%,?,-9%,10µM*
O=C(CSc1nnc(-c2ccc(Cl)cc2)o1)N1CCOCC1,?,?,?,15%,?,?,0%,?,0%,-7%
COc1cccc(OC)c1C(=O)n1nc(C)cc1C,-1%,-6%,-1%,-1%,5%,-2%,-1%,1%,6%,2%
CN1CCc2c(sc3c2C(=O)NC(c2cn(Cc4ccccc4)c4ccccc24)N3)C1 (stereo not given),-5%,-7%,?,-10%,-54%,-11%,?,-1%,8%,-2%
Cc1ccc(N(CC(=O)NC2CC2)S(=O)(=O)c2ccccc2)c(C)c1,2%,8%,-2%,-2%,-1%,3%,-5%,20%,-4%,-19%
CCOC(=O)Nc1ccc(OCc2nnc3c4ccccc4c(C)nn23)cc1,-2%,-11%,?,2%,-29%,0%,-3%,0%,7%,14%
CCn1ncc(C2=NOC(C(=O)Nc3cccc(C(C)=O)c3)C2)c1C (stereo not given),-11%,-14%,-1%,2%,-52%,1%,-8%,0%,.,2%
Cn1cc(CNCc2ccc(OC(F)(F)F)cc2)c(-c2ccc3c(c2)OCCO3)n1,-27%,-47%[inhibitor],1%,-1%,-4%,0%,6%,3.5µM*,-66%,10µM*
CC(=O)c1ccc(NC(=O)c2ccc3c(c2)C(=O)N(c2ccccn2)C3=O)cc1,2%,-4%,-7%,1%,-12%,0%,?,-10%,-4%,-12%
COc1ccccc1NC(=O)c1cn(C)c(=O)c2cc(OC)c(OC)cc12,-3%,4%,1%,-4%,-5%,-2%,-5%,-4%,-2%,44%
CSCCC(NC(=O)c1cc([N+](=O)[O-])ccc1Cl)C(=O)O (stereo not given),-1%,-1%,4%,0%,-18%,-11%,?,0%,2%,-59%
COc1ccc(CNC(=S)Nc2ccc3nc(N4CCN(C)CC4)cc(C)c3c2)cc1,-3%,-4%,5%,-3%,-41%,?,0%,-1%,0%,-29%
CCN(CC(=O)NCc1ccc(F)cc1)C(=O)CCNS(=O)(=O)c1cccc(C)c1,4%,0%,4%,0%,-2%,-7%,.,.,-2%,.
O=C(CN1C(=O)c2ccccc2S1(=O)=O)NCc1cccnc1,-4%,-9%,4%,1%,7%,5%,1%,-3%,.,5%
COC(=O)C1CCCN1C(=O)C1CCCN1C(=O)CNC(=O)OCc1ccccc1 (stereo not given),0%,-13%,-1%,10%,-19%,-13%,-2%,14%,-6%,7%
NS(=O)(=O)c1ccc(CCNC(=O)c2ccc(Cl)s2)cc1,-1%,-3%,2%,1%,-8%,-10%,0%,-1%,31%[activator],3%
Cc1cc(Sc2nc(NC(C)C)nc(NC(C)C)n2)nc(Cl)n1,-7%,13%,-7%,-4%,-19%,-2%,-5%,-18%,0%,-7%
COc1ccc(C(C)=O)cc1CS(=O)(=O)CC(=O)NCCc1c[nH]c2ccccc12,-2%,1%,0%,0%,3%,2%,.,.,-1%,.
O=C(CC12CC3CC(CC(C3)C1)C2)N1CCCOC1,-2%,2%,4%,-1%,0%,-5%,-2%,-2%,-1%,2%
CCOc1ccc(OCCC(=O)OCC(=O)Nc2ccc3c(c2)OCO3)cc1,-1%,1%,24µM*,3%,3%,4%,.,.,-4%,.

# 4 records picked at random from the list so far:
SMILES,NPC1 prom act,Rab9 prom act,FLuc counter,ELG1 genotoxic,BRCA1 expr up,p53 reactivator,MBNL1 CUG block,Gal4-VP16 FLuc,uPA generation,RORgamma inh
O=C(CC12CC3CC(CC(C3)C1)C2)N1CCCOC1,-2%,2%,4%,-1%,0%,-5%,-2%,-2%,-1%,2%
Cc1c(Cl)cccc1NC(=S)N(CCCN1CCOCC1)Cc1cccs1,-3%,-19%,0%,-3%,-32%,-7%,-22%,?,-9%,10µM*
CCn1ncc(C2=NOC(C(=O)Nc3cccc(C(C)=O)c3)C2)c1C (stereo not given),-11%,-14%,-1%,2%,-52%,1%,-8%,0%,.,2%
COC(=O)C1=NN(c2ccc(C)cc2)C2C(=O)N(c3ccccc3OC)C(=O)C12 (stereo not given),-3%,-1%,3%,2%,-13%,0%,19%,-7%,-1%,5%

# The listing continues:
SMILES,NPC1 prom act,Rab9 prom act,FLuc counter,ELG1 genotoxic,BRCA1 expr up,p53 reactivator,MBNL1 CUG block,Gal4-VP16 FLuc,uPA generation,RORgamma inh
O=C(CN1CCN(c2ccccn2)CC1)NCCc1ccccc1,-3%,1%,1%,-2%,3%,-3%,0%,-1%,3%,29%
CC(=O)NS(=O)(=O)c1ccc(NC(=O)C2c3ccccc3Oc3ccccc32)cc1,-3%,0%,3%,1%,8%,-2%,?,1%,2%,3%
Cc1cc(C(=O)COc2ccc(-c3nnco3)cc2)c(C)n1Cc1ccccc1,9%,-4%,?,-7%,-63%,6%,13%,?,.,0%[10 µM]
CC1CCc2sc(C(=O)NN=C3CCC(c4ccccc4)CC3)cc2C1 (stereo not given),3%,-3%,-11%,0%,-3%,-4%,?,1%,-7%,-16%
COC(=O)c1cc(C(=O)OCC(=O)NC2CCCCCCC2)cc([N+](=O)[O-])c1,-4%,8%,12%,2%,-3%,-5%,.,.,-10%,.
CN(C)C(CNc1ccc(S(C)(=O)=O)cc1[N+](=O)[O-])Cc1ccccc1 (stereo not given),-2%,3%,-2%,2%,-7%,3%,?,2%,.,-17%
Cc1sc(-n2c(C)ccc2C)c(C#N)c1C,2%,16%,?,8%,-7%,19%,4%,7%,-10%,-19%
NC(=O)C1CCN(c2nc(-c3cccnc3)cs2)CC1,7%,11%,-6%,0%,0%,-4%,.,.,-8%,.
COc1ccc(CNc2ncccn2)cc1OC,-1%,-2%,7%,3%,18%,-2%,2%,6%,1%,21%
O=C(Nc1ccccc1-c1ccccc1)NC1CC2CCCC(C1)N2CCc1ccccc1 (stereo not given),-4%,0%,-1%,-1%,30%,5%,.,-3%,6%,0%
Cc1ccc(S(=O)(=O)N2CCN(C(=O)COC(=O)CCOc3ccccc3C)CC2)c(C)c1,-1%,1%,3%,-1%,-6%,1%,.,.,0%,.
Cc1noc(C)c1S(=O)(=O)N1CCC(C(=O)N2CCN(c3ccc(F)cc3)CC2)CC1,1%,-3%,1%,-4%,-14%,1%,2%,-7%,0%,22%
Cn1c(C(=O)O)c(CC(=O)Nc2ccc3c(c2)OCCO3)c2ccccc21,-1%,5%,19µM*,?,21%,?,-5%,1%,0%,19%
OCCC1CN(Cc2cccn2-c2cccnc2)CCN1C1CCCCC1 (stereo not given),-2%,-6%,-1%,-1%,13%,3%,15%,-13%,-1%,5%
Cc1ccc(NC(=O)c2ccc(OCc3c(C)noc3C)cc2)c(C)c1,-3%,-3%,-3%,-3%,-29%,-7%,.,.,-19%,.
O=C(CN1C(=O)CSc2ccc(S(=O)(=O)N3CCOCC3)cc21)NCCCN1CCc2ccccc2C1,-5%,3%,-1%,-7%,-3%,5%,-18%,1%,-8%,5%
Cc1oc(-c2cccc(Cl)c2)[n+]([O-])c1C,-3%,-1%,-2%,4%,-22%,4%,-7%,-1%,-2%,-1%
CCNC(=S)N(Cc1cc2c(C)ccc(C)c2[nH]c1=O)C1CCCC1,-1%,-2%,-1%,5%,-26%,-2%,-12%,-12%,2%,-39%
CC(OC(=O)c1cc(=O)[nH]c2ccccc12)c1ccccc1 (stereo not given),2%,22%,2%[2.3 µM],12%,19%,19%,19%,10%,13%,32%
CCn1nnnc1SCC(=O)N1c2ccccc2NC(=O)CC1C (stereo not given),-5%,-4%,1%,1%,10%,9%,.,.,4%,.
CCN(CC)C(=O)Cn1cc(SCC(=O)Nc2cc(C)on2)c2ccccc21,-5%,-1%,-2%,-1%,-36%,-3%,.,2%,-2%,-11%
Cc1cc(C)nc(SCc2nc(N)nc(-c3ccccc3O)n2)n1,16%,-3%,9%,-10%,-48%,-4%,10%,3%,-1%,-3%
COc1ccc(S(=O)(=O)N2CCOCC2)cc1NC(=O)CSc1ncccn1,.,.,.,3%,0%,-14%,.,.,0%,.

# Random draw from the library; any-hit rate near 13%.
